Assay outcomes from PubChem.
GLP-1R inv ag: qHTS of GLP-1 Receptor Inverse Agonists (Inhibition Mode); Glucagon-like peptide 1 receptor (Homo sapiens), P43220; 1.6% of 410,000 active; HEK293 GLP-1R CRE-luciferase, luminescence, 24 h; GLP-1R form is constitutively active; Potency, µM (highest dose often 38.3 µM), for inactives: top-dose activity change, negative = inhibition, usual class: inhibitors; also: potency is read from the fitted curve at half-maximal effect; % is scaled to controls: 0 for no effect and ±100 for the full control effect; nearly all actives have a fitted effect of over 55% in size
Target sequence (P43220 whole entry, looked up): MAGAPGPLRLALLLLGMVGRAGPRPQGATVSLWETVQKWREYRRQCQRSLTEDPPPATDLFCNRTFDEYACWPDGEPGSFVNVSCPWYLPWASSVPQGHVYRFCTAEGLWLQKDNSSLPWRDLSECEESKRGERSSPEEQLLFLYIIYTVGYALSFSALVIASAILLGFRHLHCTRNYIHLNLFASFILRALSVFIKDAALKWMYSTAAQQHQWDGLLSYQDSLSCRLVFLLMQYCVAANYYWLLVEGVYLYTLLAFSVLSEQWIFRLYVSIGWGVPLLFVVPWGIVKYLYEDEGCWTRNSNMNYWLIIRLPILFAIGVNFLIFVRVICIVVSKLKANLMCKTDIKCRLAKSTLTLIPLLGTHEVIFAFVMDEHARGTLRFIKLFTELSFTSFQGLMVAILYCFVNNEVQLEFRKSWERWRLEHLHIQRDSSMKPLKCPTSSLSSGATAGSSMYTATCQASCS
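Seeding at 200 cells/uL, 12 h culture, 24 hr compound treatment, then luciferase reagent and a luminescence read; cells are HEK293 stably expressing a constitutively active GLP-1R plus cAMP-responsive luciferase.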
PLK1 PBD block: qHTS for Inhibitors of PLK1-PDB (polo-like kinase 1 - polo-box domain): Primary Screen; Serine/threonine-protein kinase PLK1 (Homo sapiens), P53350; Plk1 PBD binding of FITC phosphopeptide, fluorescence polarization; Potency, µM, for the others: max response, negative = inhibition, hits mostly inhibitors; 2.8% of 360,000 active; AID 720504, 2013; also: potency is read from the fitted curve at half-maximal effect; series mostly up to about 57 µM; % is scaled to controls: 0 for no effect and ±100 for the full control effect; nearly all actives have a fitted effect of over 65% in size
Target sequence (P53350 whole entry, looked up, the tested form may be a part): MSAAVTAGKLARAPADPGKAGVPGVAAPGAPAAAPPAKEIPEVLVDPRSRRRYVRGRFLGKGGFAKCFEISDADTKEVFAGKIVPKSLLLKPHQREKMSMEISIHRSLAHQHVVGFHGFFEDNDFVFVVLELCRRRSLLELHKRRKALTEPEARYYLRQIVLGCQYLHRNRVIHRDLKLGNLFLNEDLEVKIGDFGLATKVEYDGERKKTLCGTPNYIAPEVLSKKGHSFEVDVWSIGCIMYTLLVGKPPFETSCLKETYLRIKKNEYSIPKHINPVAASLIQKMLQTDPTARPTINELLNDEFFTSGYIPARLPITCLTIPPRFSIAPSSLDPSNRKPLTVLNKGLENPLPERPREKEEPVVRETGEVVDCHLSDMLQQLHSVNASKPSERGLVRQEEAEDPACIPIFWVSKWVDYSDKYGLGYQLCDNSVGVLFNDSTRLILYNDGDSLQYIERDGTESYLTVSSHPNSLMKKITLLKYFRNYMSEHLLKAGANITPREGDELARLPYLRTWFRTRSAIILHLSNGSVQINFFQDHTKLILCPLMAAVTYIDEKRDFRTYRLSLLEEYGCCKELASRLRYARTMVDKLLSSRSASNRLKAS
EPAC1 antagonist: qHTS for Antagonist of cAMP-regulated guanine nucleotide exchange factor 3 (EPAC1): primary screen; Rap guanine nucleotide exchange factor 3 (Homo sapiens), O95398; EPAC1 GEF assay, Rap1b-BODIPY-GDP exchange fluorescence; Potency, µM (titrated, usually from 115 µM), for the others: at the top dose activity change, negative = inhibition, usual class: inhibitors; 0.14% of 360,000 active; AID 720709, 2013;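 also: potency is read from the fitted curve at half-maximal effect; plate controls were vehicle for no effect and positive control for full effect; nearly all actives have a fitted effect of over 50% in size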
PI5P4Ka inh: qHTS for Inhibitors of phosphatidylinositol 5-phosphate 4-kinase (PI5P4K) | AID 652105, 2013 | max response, % | PI5P4Kalpha enzyme, ADP-Glo luminescence, 60 min; active compounds read low | 1.2% of 330,000 active | Phosphatidylinositol 5-phosphate 4-kinase type-2 alpha (Homo sapiens), P48426; active = max response of -50% or lower; inconclusive = between -30% and -50%; inactive = -30% or higher; also: value at the top dose of about 77 µM; % is scaled to controls: 0 for no effect and ±100 for the full control effect
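Single end-point luminescence (ADP-Glo) quantified ADP from PI5P4Kalpha turnover; ATP 5 microM final, 1 h at RT, 0.1% CHAPS and 0.28 mM EGTA in HEPES pH 7.4.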
EPAC1 ag: qHTS for Agonist of cAMP-regulated guanine nucleotide exchange factor 3 (EPAC1): primary screen; Potency, µM (series often up to 154 µM), for the others: top-dose activation, usual class: activators; EPAC1 agonist qHTS, biochemical assay; response scale: 100% = response to 6.5 mM cAMP; 0.073% of 360,000 active; Rap guanine nucleotide exchange factor 3 (Homo sapiens), O95398; also: potency is read from the fitted curve at half-maximal effect; nearly all actives have a fitted effect of over 60% in size
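Fluorescent GDP-exchange assay: 100 nM EPAC1 with 250 nM Rap1B preloaded with BODIPY-GDP and 50 uM GDP; compounds tested as concentration series, 5 min at room temperature, then read every 5 min for 30 min (ex 480/em 540 nm); normalized to 6.5 mM cAMP.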
IL2 activator: qHTS of IL-2 Activators; IL-2 activation reporter assay, cell-based qHTS; stimulated with anti-CD3/CD4/CD28 beads; in transgenic mouse T cells; 0.065% of 360,000 active; activation, % (series mostly up to about 46 µM); in the data active = activation above about 50%; inconclusive = mostly about 30% to 49%; also: 0% is about no effect
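Screening format: compound pinned onto unstimulated transgenic mouse T cells, 60 min incubation, then anti-CD3/anti-CD4/anti-CD28 bead stimulation for 18 hours at 37 degrees C, followed by EGFP and DsRed detection.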
PTHR1 agonist: qHTS for PTHR1 Agonists: Primary Screen; Parathyroid hormone/parathyroid hormone-related peptide receptor (Homo sapiens), Q03431; Potency, µM (series often up to 115 µM), without a hit: top-dose activation, actives largely listed as activators; 0.075% of 410,000 active; HEK293 GP2 PTHR1 cells, GloSensor cAMP luminescence, 1 h; also: potency is read from the fitted curve at half-maximal effect; nearly all actives have a fitted effect of over 55% in size; some results filed as inactive show a strong effect at the top dose; inactives centre near -15; many of its hits are not listed in these tables
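HEK-293-derived GP2 cells expressing PTHR1 and a GloSensor cAMP reporter, 3,000/well, plated overnight, given luciferin plus IBMX (each 0.5 mM as added) for 1 h at 37 °C, then compound for 1 h at 37 °C. Luminescence was read after 15 min at room temperature.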
GLP-1R agonist: qHTS of GLP-1 Receptor Agonists. Glucagon-like peptide 1 receptor (Homo sapiens), P43220. HEK293 GLP-1R CRE-luciferase, luminescence, 4-6 h; cells express a hypersensitive GLP-1R form. Potency, µM (top dose mostly 45.6 µM), for inactives: at the top dose activation, most hits filed as activators. 0.007% of 380,000 active; also: potency is read from the fitted curve at half-maximal effect; % of control where 0% means no effect
HEK293 tox: qHTS of GLP-1 Receptor Inverse Agonists: Cytotox Screen; HEK293 cAMP-luciferase reporter cells, luminescence, 24 h; AID 624418, 2012; Potency, µM (highest dose often 38.3 µM), without a hit: top-dose activity change, negative = inhibition, most hits filed as inhibitors; 0.13% of 410,000 active;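 also: loss of luciferase light is scored as toxicity; potency is read from the fitted curve at half-maximal effect; % is scaled to controls: 0 for no effect and ±100 for the full control effect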
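Here, cytotoxicity is scored as loss of luminescence. The MLSMR collection was tested on cells seeded in medium containing 10% Nu serum, with a 24 hr compound exposure preceded by 12 hours of culture.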
The depositor's hits bear a star; i = inactive; ? = inconclusive; nt = not tested or not shown; [ ] = remark or other dose. Unless noted, calls follow the shape of the dose curve; as a rule, active = well fitted curve in the direction sought with a large enough effect; inconclusive = small, poorly fitted or top-dose-only effect, or another doubt; inactive = no such curve, though single readings can be large; an effect the other way counts as inactive or inconclusive. Only part of the results is shown, so the mix of outcomes need not match the whole.

SMILES	GLP-1R inv ag	PLK1 PBD block	EPAC1 antagonist	PI5P4Ka inh	EPAC1 ag	IL2 activator	PTHR1 agonist	GLP-1R agonist	HEK293 tox
O=C1CCC(C(=O)OCC(=O)C23CC4CC(CC(C4)C2)C3)N1 (stereo not drawn)	0%	-16%	-6%	0	-4%	-0.9	-19%	2%	0%
Cc1cccc(S(=O)(=O)N/N=c2\sc3ccccc3n2C)c1	12%	-5%	3%	-2	-6%	-3.2	i	-2%	3%
CCNCc1ccc(OCc2cccs2)c(OCC)c1	?	-13%	-19%	0	10%	-2.2	-25%	8%	?
COc1ccc(CNC(=O)Cc2ccc(-c3ccccc3)cc2)cc1OC	?	-7%	20%	4	4%	-0.6	-30%[inhibitor]	31%	-14%
COc1ccc(CN2CCN(Cc3ccc(C(F)(F)F)cc3)CC2)c(OC)c1	11µM*	0%	-18%	8	-6%	24	i	19%	-17%
COc1ccccc1NC(=O)COc1ccc(C(=O)NCC2CCCO2)cc1OC (stereo not drawn)	-7%	-6%	-14%	-3	2%	-0.5	-11%	-4%	3%
Cc1cccc(OCC(=O)NNC(=O)CSc2ncc(C#N)c(N)n2)c1	-37%	0%	-5%	nt	5%	-2.3	i	0%	-20%
CC(C)C[C@H]1CNC(=S)N1CC1CCCN1C[C@H](Cc1ccc(O)cc1)N1C[C@H](Cc2ccccc2)N(CC2CCCCCC2)C1=S (stereo partly drawn)	14%	-1%	-28%	2	-7%	-0.2	-35%[inhibitor]	16%	-7%
CC(C)Cc1nc2ccccc2[nH]1	4%	5%	4%	-2	-4%	-3.2	-5%	-1%	3%
CCOC(=O)c1sc2ccccc2c1OC(=O)c1ccccc1OC	?	-5%	?	14	-4%	0.1	-22%	-6%	?
CCOC(=O)N1CCN(c2cc(C)c(C(C)=O)cc2F)CC1	3%	-2%	4%	nt	8%	-2.9	-13%[57.5 µM]	5%	2%
O=C(CSc1ccc2nnc(-c3ccccn3)n2n1)NCc1ccco1	8%	-3%	6%	2	-10%	-3.3	i	-4%	1%
O=C(NCc1ccc(F)cc1)C(=O)NCC(c1ccco1)N1CCOCC1 (stereo not drawn)	-12%	-11%	?	1	1%	-0.3	5%	-6%	-1%
O=C(Cn1c2[n+](c3ccc(C(F)(F)F)cc31)CCCCC2)Nc1ccccc1	7%	1%	4%	-4	-7%	-0.9	i	-1%	-5%
Cc1cc(C(=O)NC2CCC(C)CC2)c(C)o1 (stereo not drawn)	?	0%	1%	3	-5%	0.6	-10%	-2%	5%
C/C(=N\NC(=O)c1ccccc1O)c1cccc(NC(=O)c2ccccc2)c1	21%	-2%	-14%	-11	6%	-3.5	-7%	3%	2%
CC(=O)Nc1ccc(NC(=O)CSc2nnc(NC(=O)C3CC3)s2)cc1	7%	-5%	10%	-8	5%	-2.2	4%	-6%	-9%
CC(C)C(NC(=O)c1ccc(F)cc1)C(=O)NCC1CCCO1 (stereo not drawn)	19%	-4%	11%	2	-7%	1.7	?	-4%	16%
CCOC(=O)CNS(=O)(=O)c1ccc2c3c(cccc13)C(=O)N2CC	16%	-12%	-4%	-4	2%	0.5	-8%	9%	171%[activator]
COc1cccc(NC(=O)Cn2c(=O)n(CCCCC(=O)NCCc3ccccc3)c(=O)c3ccccc32)c1	0%	nt	nt	nt	nt	nt	-7%	0%	-11%
CC1(Cc2ccccc2OC(F)(F)F)C(=O)Nc2cc(-c3ccccc3Cl)ccc21 (stereo not drawn)	5.6µM*	-1%	?	26	-16%	-0.8	-81%[inhibitor]	5%	?
O=C(Cc1ccsc1)NCc1ccccc1F	1%	-2%	-13%	-5	-8%	0.1	i	3%	-8%
O=C(COC(=O)c1ccc(S(=O)(=O)Nc2ccccc2)cc1)NC1CCCC1	8%	-4%	-15%	4	2%	5.7	-11%	2%	3%
c1ccc(-c2nnc(-c3ccco3)n2-c2ccccc2)cc1	0%	0%	8%	nt	15%	-3.3	i	1%	1%
CN(C)c1ccc(C(=O)NNC(=O)C23CC4CC(CC(C4)C2)C3)cc1	-18%	-3%	4%	3	8%	0.5	-20%	0%	10%

3 compounds from above, ordered by the value under PLK1 PBD block, highest first:
| smiles | PLK1 PBD block |
| --- | --- |
| CN(C)c1ccc(C(=O)NNC(=O)C23CC4CC(CC(C4)C2)C3)cc1 | -3% |
| COc1ccccc1NC(=O)COc1ccc(C(=O)NCC2CCCO2)cc1OC (stereo not drawn) | -6% |
| O=C1CCC(C(=O)OCC(=O)C23CC4CC(CC(C4)C2)C3)N1 (stereo not drawn) | -16% |

Next part.
SMILES	GLP-1R inv ag	PLK1 PBD block	EPAC1 antagonist	PI5P4Ka inh	EPAC1 ag	IL2 activator	PTHR1 agonist	GLP-1R agonist	HEK293 tox
CCCn1c(N)c(C(c2ccc(OC)cc2)N2CCN(c3ccccc3)CC2)c(=O)[nH]c1=O (stereo not drawn)	1%	-25%	3%	0	2%	-0.2	i	-4%	0%
O=C(COC(=O)c1cc([N+](=O)[O-])ccc1NCc1ccccc1)NC1CCCc2ccccc21 (stereo not drawn)	0%	-4%	1%	-13	3%	2.3	i	-5%	9%
CCOC(=O)CCc1nn(C)c(=O)c2ccccc12	7%	-4%	-1%	1	2%	1.1	-8%	1%	1%
COc1cc(/C=C2\C(=O)N(C)C(=S)N2C)ccc1O	42%[activator]	19%	-6%	-6	-8%	2.6	i	?	-31%
COc1cc(/C=C2/SC(=O)N(Cc3ccccc3Cl)C2=O)ccc1OCc1ccncc1	12%	-4%	-1%	11	2%	0.7	-14%[57.5 µM]	7%	1%
O=C(Cc1cccs1)Nc1cccc([N+](=O)[O-])c1	14%	-25%	-5%	?	11%	-1.3	-18%	11%	10%
CCOC(=O)C1=NN(c2ccc(Cl)cc2)/C(=C/C2=NCCc3cc(OC)c(OC)cc32)S1	4%	-1%	-7%	-5	12%	0.5	i	-6%	8%
COc1ccccc1N(CC(=O)Nc1ccc2c(c1)OCCO2)S(C)(=O)=O	6%	-8%	7%	-1	-11%	-2.0	i	-18%	-10%
CCCCCn1nc(-c2ccccc2)c2nc3ccccc3nc21	16%	21µM*	15%	29	2%	-0.6	i	-1%	7%
CCOC(=O)c1c(S(=O)(=O)NCC(=O)N2CCN(c3ccc(OC)cc3)CC2)c(C)n(C)c1C	-16%	-16%	-7%	1	-2%	-0.9	?	6%	-14%
CC(C)(C)N(Cc1ccccc1)C(=O)COC(=O)CCN1C(=O)C2CC=CCC2C1=O (stereo not drawn)	?	-6%	3%	5	-3%	-5.1	-14%	0%	0%
COCC(=O)Nc1cc(=O)n(C)c(=O)n1C	7%	-7%	-18%	-2	-19%	-1.4	-34%[inhibitor]	-1%	-3%
CC(NC(=O)COC(=O)c1ccc([N+](=O)[O-])s1)c1ccccc1 (stereo not drawn)	-20%	-3%	?	3	5%	-1.9	i	-11%	0%
COc1ccc(CCN(Cc2ccccn2)C(=S)Nc2ccccc2Cl)cc1OC	15%	-13%	1%	1	6%	-3.2	-5%	15%	13%
Cc1ccccc1/C=N/NC(=O)c1cccnc1	8%	-6%	9%	-1	2%	1.1	28%	0%	3%
O=C(Cn1nnc(-c2ccccc2)n1)NCc1ccco1	11%	-6%	-13%	1	-2%	0.1	-2%[57.5 µM]	8%	-9%
CC(=O)N1CCN(c2ccc(NC(=O)c3ccc4ccccc4c3)cc2)CC1	28%	-5%	7%	-6	-4%	-1.0	-37%	4%	-13%
Cc1ccc(S(=O)(=O)NC(=O)Nc2cccc(C)n2)cc1	5%	-11%	2%	2	-2%	0.4	i	6%	0%
O=C(NCC1CCCO1)C(C(=O)c1ccccc1)n1cc(Cl)ccc1=O (stereo not drawn)	4%	0%	3%	nt	-4%	-1.5	i	-11%	2%
Cc1ccc(SCCNC(=S)Nc2cc(C)ccc2C)cc1	?	-7%	-16%	14	9%	0.3	-5%[57.5 µM]	-1%	?
CCOC(=O)c1c(C)[nH]c(O)c1C=Nc1ccccc1	47%[activator]	-12%	-3%	1	-6%	-3.0	i	11%	-9%
COc1ccc(C)cc1NC(=O)C1CCN(S(=O)(=O)c2ccc3c(c2)NC(=O)CO3)CC1	-25%	-11%	20%	-5	-3%	-2.3	i	-4%	-14%
CN(C(=O)COC(=O)CSc1cc(Cl)ccc1Cl)c1c(N)n(Cc2ccccc2)c(=O)[nH]c1=O	5%	-11%	4%	6	-1%	1.3	i	-17%	22%
Fc1ccccc1-c1nc(NCC2CC2)nc2ccsc12	?	-3%	-3%	3	3%	-0.1	18%	20%	22%
CN(CC(=O)Nc1ccc(F)cc1)C(=O)COC(=O)c1ccc(=O)n(Cc2ccccc2)n1	12%	0%	3%	-20	0%	5.8	-96%[inhibitor]	-2%	1%
CC1(C(=O)NCC2CC2)CCN1C(=O)C1(c2ccccc2)CC1 (stereo not drawn)	7%	-2%	-5%	0	0%	-0.3	-37%[inhibitor]	13%	2%
C=CCC(CC=C)(NC(=O)c1ccccc1)c1ccccc1	?	?	6%	-2	-7%	0.1	i	0%	-2%
Cn1c(CN2CCCCC2)nc2cc(NC(=O)c3ccccc3Cl)ccc21	?	-18%	5%	nt	3%	0.2	-10%	-18%	?
CCc1ccccc1Nc1ccc(C(=O)O)cc1N	1%	-10%	1%	0	-7%	-2.9	i	-2%	0%
